From PubChem BioAssay
Luc counter – blocks Kinase-Glo luciferase, a counter-screen artifact. Q27757. Kinase-Glo luciferase, ATP luminescence, 8 min. Potency, µM (doses to about 38.3 µM), for the others: top-dose activity change, negative = inhibition, actives largely listed as inhibitors. 200,000 tested, 0.28% active; also: potency is read from the fitted curve at half-maximal effect; % is scaled to controls: 0 for no effect and ±100 for the full control effect; nearly all actives have a fitted effect of over 60% in size
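Compound is pinned into ATP-containing buffer (10 uM ATP, imidazole pH 7.2, 7 mM MgCl2). Kinase-Glo luciferase reagent is then added. Light output is recorded following an 8-min room-temperature incubation.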
Lamin A splicing – modulators of lamin A splicing. HeLa LMNA splicing GFP/RFP minigene ratio, 48 h. Potency, µM (highest dose often 46.1 µM), inactives show at the top dose ratio change, negative = inhibition, hits mostly inhibitors. 200,000 tested, 0.01% active. AID 1487; active = well fitted inhibition curve with a large enough effect in the signal ratio, with a control signal flat, not every such curve was filed as active; inconclusive = small, poorly fitted or top-dose-only effect, or effect the other way, or a change in a side signal; the % refers to the signal ratio; also: potency is read from the fitted curve at half-maximal effect; % is scaled to controls: 0 for no effect and ±100 for the full control effect
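S3 HeLa stable clones carrying a lamin A-EGFP splicing minigene plus DsRed2 were seeded at 600 cells/well in Opti-MEM with 2% FBS, pin-dosed and incubated 48 h at 37°C. Acumen cytometry (488 nm) gave the GFP/RFP total-intensity ratio.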
HTT aggregate – mutant huntingtin aggregation inhibition; 220,000 tested, 1.1% active; AID 1688; Potency, µM (titrated, usually from 46.1 µM), for inactives: top-dose activity change, negative = inhibition, usual class: inhibitors; PC12 HttQ103-GFP aggregates, Acumen cytometry, 40 h; also: potency is read from the fitted curve at half-maximal effect; % is scaled to controls: 0 for no effect and ±100 for the full control effect; nearly all actives have a fitted effect of over 60% in size
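Inducible Q103 Huntingtin exon 1–GFP PC12 line, 1500 cells/well in phenol red free DMEM with 5% equine and 5% calf serum. Tebufenozide 100 nM induced expression; compounds titrated; aggregates quantified by cytometry.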
NPSR antag – blocks cAMP signaling of the human neuropeptide S receptor | AID 1461 | Potency, µM (titrated, usually from 38.3 µM), without a hit: at the highest dose activity change, negative = inhibition, usual class: inhibitors | CHO-NPSR cells, cAMP TR-FRET, antagonist mode | Q6W5P4 | 220,000 tested, 1% active; also: potency is read from the fitted curve at half-maximal effect; % is scaled to controls: 0 for no effect and ±100 for the full control effect; nearly all actives have a fitted effect of over 50% in size; many of its hits are not listed in these tables
Target sequence (Q6W5P4 whole entry, looked up): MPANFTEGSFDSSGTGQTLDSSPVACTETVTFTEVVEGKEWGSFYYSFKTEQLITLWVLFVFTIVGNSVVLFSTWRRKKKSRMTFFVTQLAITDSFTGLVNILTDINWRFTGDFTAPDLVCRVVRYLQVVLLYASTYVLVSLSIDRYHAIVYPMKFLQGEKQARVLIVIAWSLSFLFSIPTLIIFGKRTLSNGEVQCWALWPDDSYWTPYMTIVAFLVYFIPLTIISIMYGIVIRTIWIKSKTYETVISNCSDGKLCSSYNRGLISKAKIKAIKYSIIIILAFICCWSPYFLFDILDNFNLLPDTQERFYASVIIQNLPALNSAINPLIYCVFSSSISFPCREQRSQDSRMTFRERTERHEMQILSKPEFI
IMPase Li inh – cell-permeable IMPase inhibitors with lithium potentiation | CHO-M1 cells, IP1 TR-FRET (IP-One), carbachol + lithium | Potency, µM (series often up to 59.4 µM), inactives show at the top dose activity, negative = IMPase inhibition, actives largely listed as inhibitors | 210,000 tested, 0.35% active;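 also: IP1 builds up when IMPase is blocked and the TR-FRET signal falls; potency is read from the fitted curve at half-maximal effect; plate controls were basal vehicle for no effect and high inhibitor control for full effect; nearly all actives have a fitted effect of over 50% in size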
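Steps: plate 2000 CHO-M1 cells per well and culture 16–30 h; add compound and lithium; incubate 30 min, 37C; add d2-IP1 tracer and Eu cryptate anti-IP1 antibody in lysis buffer; read after 10 min at room temperature.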
CBFb-RUNX1 inh – CBF-beta/RUNX1 interaction disruption | Q01196+Q13951 | AlphaScreen CBFb-His/RUNX1-biotin binding, biochemical | Potency, µM (series often up to 59.8 µM), for inactives: at the highest dose activity, negative = inhibition, hits mostly inhibitors | 230,000 tested, under 10 active | AID 1477; also: % of control where 0% means no effect
Target sequence (Q01196 whole entry, looked up): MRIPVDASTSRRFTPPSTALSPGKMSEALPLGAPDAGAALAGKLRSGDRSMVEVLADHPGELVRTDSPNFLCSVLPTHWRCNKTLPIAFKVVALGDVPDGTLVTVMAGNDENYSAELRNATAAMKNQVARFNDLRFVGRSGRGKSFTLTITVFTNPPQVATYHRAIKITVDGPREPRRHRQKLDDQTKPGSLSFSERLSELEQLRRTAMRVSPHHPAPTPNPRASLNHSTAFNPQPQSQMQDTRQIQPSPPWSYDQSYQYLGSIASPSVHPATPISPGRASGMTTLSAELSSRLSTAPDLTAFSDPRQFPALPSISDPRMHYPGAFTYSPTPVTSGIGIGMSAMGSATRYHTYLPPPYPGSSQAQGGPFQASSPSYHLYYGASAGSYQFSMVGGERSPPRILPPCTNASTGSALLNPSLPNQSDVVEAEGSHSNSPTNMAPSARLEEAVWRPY
Target sequence (Q13951 whole entry, looked up): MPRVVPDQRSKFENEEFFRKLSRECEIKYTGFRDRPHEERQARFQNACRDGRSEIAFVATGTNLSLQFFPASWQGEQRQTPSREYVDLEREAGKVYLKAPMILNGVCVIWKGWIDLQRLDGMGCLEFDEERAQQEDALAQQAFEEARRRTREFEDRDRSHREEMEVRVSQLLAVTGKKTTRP
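Compounds were screened at multiple concentrations against a preformed CBF-beta(His)/RUNX1(biotin) complex (30 nM of each) for 15 min at room temperature, followed by 90 min with nickel and streptavidin beads and AlphaScreen reading.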
Epigenetic derep – regulators of epigenetic silencing causing reporter derepression in mouse cells; murine LDR cells, GFP reporter derepression, 30 h; 280,000 tested, 0.2% active; Potency, µM (series often up to 53.9 µM), for inactives: at the top dose GFP activation, usual class: activators; AID 1865; also: potency is read from the fitted curve at half-maximal effect; % of control where 0% means no effect; nearly all actives have a fitted effect of over 60% in size
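Reporter derepression read as number of fluorescent GFP-positive objects, 20-120 um in size, counted by laser-scanning cytometer. Mouse LDR line with an epigenetically silenced CMV-GFP locus; compound incubation 30 h, 37 C.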
Starred values were filed as active, the others as inactive; ? = inconclusive; . = not tested or not shown; & = joins results of further samples; [ ] = another dose, or the depositor's remark. Unless noted, calls follow the shape of the dose curve; as a rule, active = well fitted curve in the direction sought with a large enough effect; inconclusive = small, poorly fitted or top-dose-only effect, or another doubt; inactive = no such curve, though single readings can be large; an effect the other way counts as inactive or inconclusive. Some of the compounds tested; count on the stated rates, not on these rows.

nr	mol	Luc counter	Lamin A splicing	HTT aggregate	NPSR antag
1	Fc1ccc(C(CNC(=S)NC2CCCCC2)N2CCOCC2)cc1 (configuration not stated)	-1%	-6%[46 µM]	11%	-8%
2	CC(C)C(=O)Nc1ccc(C(=O)NNC(=S)NC(=O)c2cccs2)cc1	-2%	-9%	-4%	9%
3	COc1ccc(NC(=O)C(C)N(c2ccc(C)cc2)S(C)(=O)=O)cc1 (configuration not stated)	0%	-7%	-3%	-9%[46.1 µM]
4	Cc1ccc(S(=O)(=O)n2c([N+](=O)[O-])cnc2C)c(C)c1C	0%	7%	2%	18%
5	CCOC(=O)c1cc2c(=O)[nH]ccc2nc1C	-5%	12%	0%	-9%[46.1 µM]
6	Cc1ccc(N=Nc2c(C)[nH]n(-c3ccccc3)c2=O)c(C)c1	0%	.	-13%[9.22 µM]	6%
7	Brc1cccc(-c2nnc3n2CCCCC3)c1	-9%	1%	-9%	1%[46.1 µM]
8	O=C(NCCNC[C@@H](O)COc1ccc(O)cc1)N1CCOCC1	6%	?	.	.
9	Cc1ccnc(NC(=O)c2ccc(Cl)cc2Cl)n1	-3%	.	-10%[9.22 µM]	-3%
10	N#CC1=C(N)SC(N)=C(C#N)C1Cc1ccccc1	0%	-2%	?	8%[46.1 µM]
11	CC1=C(C)CC(C(=O)NCC(=O)c2ccccc2)C(C(=O)O)C1 (configuration not stated)	-4%	2%	-15%	3%[46.1 µM]
12	CC1CCN(S(=O)(=O)c2cc(Cl)ccc2Br)CC1	2%	6%	?	-2%[46.1 µM]

nr	IMPase Li inh	CBFb-RUNX1 inh	Epigenetic derep
1	6%	9%	-1.5%
2	-1%	?	0.0%
3	28%[38.3 µM]	-4%	5.4%
4	4%	-2%	0.0%
5	-26%[38.3 µM]	4%	-1.1%
6	2%	0%	0.0%
7	25%[38.3 µM]	10%	-1.0%
8	12%&10%	3%&3%[21.7 µM]	1.1%
9	13%	-1%	-5.8%
10	-19%[38.3 µM]	-5%	0.2%
11	8%[38.3 µM]	-4%	-1.4%
12	22%[38.3 µM]	-1%	-1.0%

Next part
nr	mol	Luc counter	Lamin A splicing	HTT aggregate	NPSR antag
13	CC[N+](CC)(CC)CCCCOc1ccc2c(c1)C(=O)c1cc(OCCCC[N+](CC)(CC)CC)ccc1-2	.	.	13%[9.22 µM]	-46%
14	C=CCNc1nc(N2CCCC2)nc2ccccc12	-3%	-16%	-11%	8%[46.1 µM]
15	CCOC(=O)c1ccc(NC(=O)CN2C(=O)C(C)SC(C)C2=O)cc1 (configuration not stated)	1%	-4%	-5%	-10%[46.1 µM]
16	COc1ccc(C2=NOC(C(=O)Nc3c(C)n(C)n(-c4ccccc4)c3=O)C2)cc1 (configuration not stated)	2%	-1%	0%	-2%[46.1 µM]
17	Cc1ccc(N(C(=O)c2csnn2)C(C(=O)NC(C)(C)C)c2ccncc2)cc1 (configuration not stated)	-3%	2%	12%	-7%[46.1 µM]
18	Cc1c(Cl)cccc1NC(=S)NC(=O)CCN1C(=O)c2ccccc2C1=O	0%	-12%	5%	14%
19	Cc1ccc(-c2n[nH]c(=S)n2Cc2ccccc2)cc1	1%	20%	5%	-13%[46.1 µM]
20	C=C(C)[C@@H]1CC[C@]2(C(=O)O)CC[C@]3(C)[C@H](CCC4[C@@]5(C)CC[C@H](O)C(C)(C)[C@@H]5CC[C@]43C)[C@@H]12 (some centres not stated)	.	.	.	.
21	Clc1ccccc1Cn1c(/C=C/c2ccco2)nc2ccccc21	-6%	?	?	?
22	Cc1ccc2cc(CCNC(=O)C(C)C)c(=O)[nH]c2c1C	-2%	-8%	-11%	19%
23	Cn1c(CN2CCCC2)nc2cc(NS(=O)(=O)c3ccc(Cl)cc3)ccc21	-1%	5%	-1%[9.22 µM]	-13%[46.1 µM]
24	COCC(=O)Nc1cc(C(=O)Nc2ccccc2)ccc1Cl	-12%	.	-18%[9.22 µM]	-14%

nr	IMPase Li inh	CBFb-RUNX1 inh	Epigenetic derep
13	.	1%	0.1%
14	24%[38.3 µM]	1%	0.0%
15	-2%	-3%	0.0%
16	5%[38.3 µM]	8%	-1.9%
17	-2%[38.3 µM]	3%	-1.1%
18	-4%	-7%	1.0%
19	34%[38.3 µM]	-1%	-1.8%
20	3%	17%	3.2%
21	17%	-15%	?
22	7%	1%	-1.0%
23	6%[38.3 µM]	-4%	-3.3%
24	3%	6%	0.0%

Further results follow.
nr	mol	Luc counter	Lamin A splicing	HTT aggregate	NPSR antag
25	S=C1NCCNC(=S)NCCOCCN1	0%	.	15%	8%
26	CN1CCN(CCNC(=O)c2cn(Cc3ccccc3F)nn2)CC1	-1%	-1%[46 µM]	20%[9.22 µM]	-8%
27	Cc1ccc(CSc2nnc(-c3ccc(S(=O)(=O)N4CCCC4)cc3)o2)cc1	-3%	-1%	4%	-20%[46.1 µM]
28	Nn1cnnc1SCC(=O)Nc1ccc(C2CCCCC2)cc1	-7%	5%	9%	-14%[46.1 µM]
29	Cc1ccccc1-n1c(C)cc(/C=C2/C(=N)N3C(c4ccccc4)=CSC3=NC2=O)c1C	0%	?	6%	4%
30	CCOC(=O)C1(C)NC(c2ccco2)C2C(=O)N(c3ccccc3)C(=O)C21 (configuration not stated)	1%	-10%[9.22 µM]	-1%	10%
31	Cc1ccc(SCc2c(C#N)c3ccccc3n2C)cc1	1%	?	-21%	-11%[46.1 µM]
32	Cc1ccc(CN2CCSc3ccc(C(=O)NCc4cccnc4)cc32)cc1	0%	-29%[46 µM]	12%[9.22 µM]	-9%
33	Cc1ccnc(NC(=O)C2(c3cccs3)CCOCC2)c1	5%	-9%	1%	5%
34	Cc1ccc(N(C(=O)Nc2ccccc2)C2=NCCC2)cc1	.	.	-19%[9.22 µM]	-30%
35	Cc1ccc(NC(=O)c2ccc(Br)o2)cc1S(=O)(=O)N(C)C	-2%	-24%[46 µM]	16%	10%
36	COc1ccccc1NC(=O)Nc1nnc(C(C)C)s1	0%	-13%	21%	-8%[46.1 µM]

nr	IMPase Li inh	CBFb-RUNX1 inh	Epigenetic derep
25	1%	-9%	3.5%
26	4%	4%	1.1%
27	-14%[38.3 µM]	-3%	-0.3%
28	-6%[38.3 µM]	2%	-1.7%
29	5%	-13%	-1.5%
30	-3%	6%	0.0%
31	12%	?	-1.0%
32	15%	?	-0.5%
33	-2%	-1%	0.0%
34	.	16%	0.7%
35	2%	0%	-1.8%
36	7%	-16%	3.4%

Record cards, from the list above. Screens in order: Luc counter	Lamin A splicing	HTT aggregate	NPSR antag	IMPase Li inh	CBFb-RUNX1 inh	Epigenetic derep
Results for Nn1cnnc1SCC(=O)Nc1ccc(C2CCCCC2)cc1 → -7%	5%	9%	-14%[46.1 µM]	-6%[38.3 µM]	2%	-1.7%
Results for COc1ccccc1NC(=O)Nc1nnc(C(C)C)s1 → 0%	-13%	21%	-8%[46.1 µM]	7%	-16%	3.4%
Results for S=C1NCCNC(=S)NCCOCCN1 → 0%	.	15%	8%	1%	-9%	3.5%

The list goes on:
nr	mol	Luc counter	Lamin A splicing	HTT aggregate	NPSR antag
37	Cc1ccc(CC2C(=O)N(c3nc(C)cc(C)n3)C(=O)C2C)cc1 (configuration not stated)	5%	.	-15%	7%
38	COc1ccc(/C=N/OCC(=O)NC(c2ccccc2)c2ccccc2)cc1OC	-1%	?	-13%	-3%
39	CN1Cc2c(C(=O)OC(C)(C)C)ncn2-c2ccsc2C1=O	2%	.	.	.
40	Cc1nnc(SCC(=O)N(C)c2c(N)n(Cc3ccccc3)c(=O)[nH]c2=O)n1Cc1ccccc1	1%	27%[46 µM]	-6%	13%
41	CSCCC(NC(=O)c1ccc(Cl)cc1)C(=O)NC(C)(C)C (configuration not stated)	0%	11%	0%	-4%[46.1 µM]
42	CCOC(=O)c1[nH]c(C)c(CN(CCc2ccc(OC)c(OC)c2)C(=O)CCCC(=O)O)c1C	1%	1%	25%	-9%[46.1 µM]
43	COc1ccc2nc3c(cc2c1)c(NC(=O)c1cccs1)nn3CC(C)C	-1%	?	-26%	?
44	CCCN1C(=O)C2(/C(=C(\O)c3ccc4c(c3)OCCO4)C(=O)C(=O)N2CCCOC)c2ccccc21 (configuration not stated)	0%	9%	-4%	7%[46.1 µM]
45	CC(C)Cn1cc(C(=O)NCCCN2CCCC2=O)c2c3ccccc3n(C)c2c1=O	1%	3%	-23%	-10%[46.1 µM]
46	Cc1ccc2c(c1)c(CC(=O)Nc1ccc(F)cc1)c(C(=O)O)n2C	3%	7%	0%[9.22 µM]	0%[46.1 µM]
47	O=C(c1ccc(C23CC4CC(CC(C4)C2)C3)o1)N1CCOCC1	-1%	-10%	5.6µM*	-17%[46.1 µM]
48	CCOC(=O)c1cnc(SC)nc1Sc1ccccc1Cl	-1%	10%	-10%	-6%[46.1 µM]

nr	IMPase Li inh	CBFb-RUNX1 inh	Epigenetic derep
37	-4%	-6%	0.1%
38	10%	-6%	-1.3%
39	11%	11%[21.7 µM]	1.0%
40	1%	-14%	-0.5%
41	8%[38.3 µM]	1%	-5.8%
42	3%[38.3 µM]	-1%	4.9%
43	0%[38.3 µM]	?	-1.3%
44	?	3%	-0.3%
45	-7%[38.3 µM]	5%	-0.2%
46	19%[38.3 µM]	-3%	-0.3%
47	24%[38.3 µM]	-2%	4.3%
48	35%[activator][38.3 µM]	26%	-1.5%

Additional compounds.
nr	mol	Luc counter	Lamin A splicing	HTT aggregate	NPSR antag
49	CC(C)(C)C(=O)Nc1ccc(S(=O)(=O)c2ccc(NC(=O)C(C)(C)C)cc2)cc1	1%	3%	9%	-18%[46.1 µM]
50	COc1ccccc1NC(=O)c1ccc(NC(=O)COC(=O)CCC2CCCC2)cc1	2%	?	2%	20%
51	CC(C)NC(=O)c1c(CSc2ccccc2)noc1C(=O)NCc1ccccc1	.	.	?	-10%
52	COc1ccc(C2=CC(=O)C=CC2=O)cc1	.	?	-9%[9.22 µM]	-21%
53	O=C(NCCNCCO)c1c(O)c2cccc3c2n(c1=O)CCC3	-9%	-14%	?	10%[46.1 µM]

nr	IMPase Li inh	CBFb-RUNX1 inh	Epigenetic derep
49	10%[38.3 µM]	6%	2.1%
50	-5%	-7%	-1.0%
51	.	24%	1.6%
52	.	-16%	-1.1%
53	19%[38.3 µM]	0%	-1.0%
